TcdB inh – TcdB glycohydrolase inhibition | P18177 | TcdB glycohydrolase enzymatic assay, plate reader | inhibition, % at 9.99 µM | hit rate 0.24% among 350,000 | AID 652162; in the data active = inhibition above about 10%
The depositor's hits bear a star.

SMILES | TcdB inh
Cc1noc(C)c1S(=O)(=O)Nc1ccc2c(c1)CC(=O)N([C@@H](C)CO)C[C@@H](C)[C@H](CN(C)S(=O)(=O)c1c(C)noc1C)O2 | 0.9
CC(=O)N(C)C[C@@H]1Oc2cc(C#Cc3ccncc3)ccc2S(=O)(=O)N([C@@H](C)CO)C[C@H]1C | 0.5
N#C[C@H]1[C@H](c2ccccc2)[C@H](CO)N1C(=O)CN1CCOCC1 | -1.3
COc1ccc(CN(C)C[C@@H]2OCc3cnnn3CCCC(=O)N([C@H](C)CO)C[C@@H]2C)cc1 | 0.6
COc1ccc(NC(=O)Nc2ccc3c(c2)CC(=O)N([C@@H](C)CO)C[C@@H](C)[C@H](CN(C)C(=O)Nc2ccc(F)cc2)O3)cc1 | -1.2
CO[C@@H]1CN(C)C(=O)c2cc(NS(=O)(=O)CC(F)(F)F)ccc2OC[C@@H](C)N(Cc2cccnc2)C[C@@H]1C | 1.2
CC(=O)N(C)C[C@@H]1Oc2cc(C#CC(C)C)ccc2S(=O)(=O)N([C@H](C)CO)C[C@H]1C | -4.2
Cc1noc(C)c1NC(=O)Nc1ccc2c(c1)C(=O)N([C@@H](C)CO)C[C@H](C)[C@H](CN(C)S(=O)(=O)c1cn(C)cn1)O2 | 0.0
Cc1ccc(S(=O)(=O)N(C)C[C@H]2Oc3ccc(NS(=O)(=O)c4ccccc4)cc3CC(=O)N([C@@H](C)CO)C[C@@H]2C)cc1 | -1.1
O=C(C[C@H]1C[C@H]2c3cc(NC(=O)Nc4ccccc4)ccc3O[C@H]2[C@H](CO)O1)NC1CCCC1 | 0.5
O=C(Cc1cccnc1)N1CCCCN2[C@H](CO)[C@@H](c3ccc(C#CC4CC4)cc3)[C@H]2C1 | -15
C[C@@H]1CN([C@H](C)CO)C(=O)c2cccc(NS(=O)(=O)c3cn(C)cn3)c2O[C@@H]1CN(C)S(=O)(=O)c1ccc(F)cc1 | -0.6
CO[C@@H]1CN(C)C(=O)c2ccc(NC(C)=O)cc2OC[C@@H](C)N(Cc2nccs2)C[C@H]1C | -0.5
C[C@H](CO)N1C[C@H](C)[C@H](CN(C)Cc2ccc(Cl)c(Cl)c2)Oc2c(NS(=O)(=O)c3ccc(F)cc3)cccc2C1=O | 1.5
O=C(Nc1cccc(F)c1)N1C[C@@H]2[C@H](c3ccccc31)[C@@H](CO)N2C(=O)c1cccnc1 | 0.4
C[C@H](O)C#Cc1cnc2c(c1)C(=O)N([C@@H](C)CO)C[C@H](C)[C@H](CN(C)C(=O)c1ccc(F)cc1)O2 | -1.3
O=S(=O)(N[C@@H]1CC[C@@H](CCn2cc(-c3cccnc3)nn2)O[C@H]1CO)c1ccccc1 | -0.2
Cc1noc(C)c1NC(=O)N[C@H]1CC[C@@H](CCNC(=O)C2CC2)O[C@@H]1CO | 0.9
CC=Cc1ccc2n(c1=O)C[C@H]1[C@H](CO)[C@@H](C(=O)NCC3CC3)N(Cc3ccccn3)[C@@H]21 (mixture of isomers) | -1.5
COC(=O)[C@@H]1[C@@H](CO)[C@@H]2Cn3c(ccc(-c4ccncc4)c3=O)[C@@H]2N1CC1CCCC1 | -1.3
C/C=C/c1ccc([C@H]2[C@@H](CO)N(S(=O)(=O)CC)[C@@H]2CN(C)C(=O)CC)cc1 | -0.4
O=C(c1ccccn1)N1CC[C@@H]2[C@H]1c1cc(-c3ccc(F)cc3)ccc1N[C@@H]2CO | -0.3
N#C[C@@H]1[C@H](c2ccc(C#Cc3ccccc3F)cc2)[C@@H](CO)N1C(=O)c1cccnc1 | 4.7
Cc1ccc(S(=O)(=O)Nc2ccc3c(c2)CC(=O)N([C@H](C)CO)C[C@H](C)[C@@H](CN(C)CC2CCCCC2)O3)cc1 | 1.1
O=C(CC1CC1)N1[C@H](CO)[C@@H](c2ccccc2)C12CN(Cc1cccnc1)C2 | -0.7
Other structures follow:
SMILES | TcdB inh
COc1ccc(S(=O)(=O)Nc2ccc3c(c2)CC(=O)N([C@@H](C)CO)C[C@H](C)[C@@H](CN(C)C(=O)Nc2ccc4c(c2)OCO4)O3)cc1 | 1.0
O=C(CCN1CCCCC1)NCC[C@@H]1CC[C@H](NS(=O)(=O)c2cccc(Cl)c2)[C@H](CO)O1 | -1.1
C/C=C/c1ccc2c(c1)O[C@H](CN(C)C(=O)Nc1ccccc1)[C@@H](C)CN([C@H](C)CO)S2(=O)=O | 3.0
CC(=O)N(C)C[C@@H]1Oc2cc(-c3ccc(C)cc3)ccc2S(=O)(=O)N([C@H](C)CO)C[C@@H]1C | 2.1
C[C@@H]1CCCCO[C@H](CN(C)S(=O)(=O)c2cccs2)[C@H](C)CN([C@H](C)CO)C(=O)c2cc(NS(=O)(=O)c3ccc(Cl)cc3)ccc2O1 | 2.5
CN1C(=O)c2cc(NC(=O)Cc3cccs3)ccc2OC[C@H]2O[C@@H](CC(=O)N[C@H]3CCN(Cc4ccccc4)C3)CC[C@H]21 | 2.1
CO[C@H](CN(C)Cc1ccc2c(c1)OCO2)[C@@H](C)CN(C(=O)c1ccccc1)[C@H](C)CO | 0.7
O=C(Cc1cccnc1)N1[C@H](CO)[C@H]2c3ccccc3NC[C@H]21 | 0.3
CCCNC(=O)C[C@@H]1CC[C@@H]2[C@@H](COc3ccc(NC(=O)Nc4c(C)noc4C)cc3C(=O)N2C)O1 | -0.5
CO[C@@H]1CN(C)C(=O)c2cc(NC(=O)Cc3ccccc3)ccc2OC[C@@H](C)N(C(C)=O)C[C@H]1C | -0.8
C[C@@H]1CN([C@@H](C)CO)S(=O)(=O)c2ccc(-c3cncnc3)cc2O[C@H]1CN(C)C(=O)CN(C)C | 0.9
N#C[C@H]1[C@@H](c2ccc(C3=CCCC3)cc2)[C@@H](CO)N1C(=O)NC1CCCCC1 | -1.1
CCCN(C)C[C@H]1OCCCC[C@H](C)Oc2ccc(NS(=O)(=O)c3c(C)noc3C)cc2C(=O)N([C@@H](C)CO)C[C@@H]1C | -4.6
C[C@H](NC(=O)C[C@@H]1CC[C@H]2[C@H](COc3ccc(NC(=O)C4CCOCC4)cc3C(=O)N2C)O1)c1ccccc1 | 0.8
O=C(C[C@H]1C[C@@H]2c3cc(NC(=O)c4ccc5c(c4)OCO5)ccc3O[C@@H]2[C@@H](CO)O1)NC1CCCC1 | 1.2
O=C(C[C@H]1CC[C@@H]2[C@H](COC[C@@H](O)CN2S(=O)(=O)c2ccccc2)O1)NCc1ccc2c(c1)OCO2 | 0.4
CCCC(=O)Nc1ccc2c(c1)C(=O)N(C)[C@H]1CC[C@H](CC(=O)NCc3ccccc3Cl)O[C@@H]1CO2 | 0.0
COc1ccc(CN(C)C[C@@H]2Oc3ccc(NC(=O)NC4CCCCC4)cc3CC(=O)N([C@@H](C)CO)C[C@H]2C)cc1 | 0.3
COc1ccc(C#Cc2ccc([C@H]3[C@@H](CO)N4CCCCN(C(=O)Cc5cccnc5)C[C@H]34)cc2)cc1 | 0.0
O=C(C[C@H]1C=C[C@@H](NC(=O)C2CCC2)[C@@H](CO)O1)Nc1nccs1 | -0.6
C[C@@H]1CN([C@@H](C)CO)C(=O)Cc2cc(NC(=O)c3ccncc3)ccc2O[C@@H]1CN(C)Cc1ccc(C(=O)Nc2ccccc2N)cc1 | 0.3
C[C@H](CO)N1C[C@H](C)[C@@H](CN(C)Cc2cccnc2)Oc2cc(-c3ccccc3)ccc2S1(=O)=O | -2.8
O=C(Nc1ccc2c(c1)[C@H]1C[C@H](CC(=O)N3CCCCC3)O[C@@H](CO)[C@H]1O2)C1CCOCC1 | -8.6
N#C[C@H]1[C@@H](c2ccccc2C2=CCCCC2)[C@@H](CO)N1C(=O)c1cccc(F)c1 | -0.1
CO[C@H]1CN(C)C(=O)c2cc(NC(=O)c3ccc(Oc4ccccc4)cc3)ccc2OC[C@H](C)NC[C@H]1C | -2.3
Carrying on:
SMILES | TcdB inh
COc1ccccc1NC(=O)N1CCCCN2[C@H](C1)[C@H](c1ccc(-c3ccccc3)cc1)[C@@H]2CO | -0.6
O=C(O)C[C@@H]1C[C@H]2c3cc(NS(=O)(=O)c4ccccc4)ccc3O[C@H]2[C@@H](CO)O1 | -0.3
Cc1ccc(S(=O)(=O)N(C)C[C@H]2Oc3c(NC(=O)C4CC4)cccc3C(=O)N([C@H](C)CO)C[C@@H]2C)cc1 | 1.1
C[C@H](CO)N1C[C@H](C)[C@@H](CN(C)C(=O)CCC(F)(F)F)OCCCC[C@H](C)Oc2ccc(NC(=O)CCC(F)(F)F)cc2C1=O | -3.0
COCC(=O)N(C)C[C@H]1Oc2cc(-c3ccc(C)cc3)ccc2S(=O)(=O)N([C@H](C)CO)C[C@H]1C | -0.6
CCNC(=O)[C@@H]1[C@@H](CO)[C@@H]2Cn3c(ccc(-c4ccccc4F)c3=O)[C@H]1N2Cc1cccnc1 | 1.4
C[C@@H]1CN([C@H](C)CO)C(=O)c2cc(/C=C/c3ccccc3)cnc2O[C@H]1CN(C)C(=O)Cc1cccnc1 | 1.5
C[C@H](NC(=O)C[C@@H]1C[C@@H]2c3cc(NC(=O)C4CCC4)ccc3O[C@@H]2[C@H](CO)O1)c1ccccc1 | -1.1
O=C(C1CCCC1)N1CC(=O)N2[C@@H](CO)[C@H](c3ccc(C#Cc4cccc(F)c4)cc3)[C@@H]2C1 | -1.5
O=C(C[C@H]1CC[C@@H]2[C@H](COC[C@@H](O)CN2S(=O)(=O)c2ccccc2)O1)N1CCOCC1 | -0.5
CCCNC(=O)C[C@@H]1C[C@@H]2c3cc(NS(=O)(=O)c4ccc(F)cc4)ccc3O[C@@H]2[C@@H](CO)O1 | -0.9
COc1cccc(C#Cc2ccc([C@@H]3[C@H](C#N)N[C@H]3CO)cc2)c1 | -4.2
CC(=O)N(C)C[C@@H]1Oc2ncc(-c3cccc(F)c3)cc2C(=O)N([C@@H](C)CO)C[C@@H]1C | -0.7
COc1ccccc1NC(=O)N[C@@H]1CC[C@H](CC(=O)N[C@H](C)c2ccccc2)O[C@H]1CO | -3.2
C[C@@H](O)C#Cc1ccc([C@@H]2[C@H]3CN(S(=O)(=O)c4ccccc4)CCCCN3[C@H]2CO)cc1 | 0.1
C[C@H]1CN([C@@H](C)CO)C(=O)Cc2cc(NC(=O)C3CCCCC3)ccc2O[C@@H]1CN(C)Cc1ccc2c(c1)OCO2 | -0.5
CO[C@H]1CN(C)C(=O)c2cc(NC(=O)C3CC3)ccc2OC[C@H](C)N(CC2CCOCC2)C[C@@H]1C | -1.6
O=C(N[C@H]1C=C[C@H](CC(=O)N2CCc3ccccc3C2)O[C@H]1CO)C1CC1 | -9.3
Cc1noc(C)c1S(=O)(=O)Nc1cccc2c1O[C@@H](CN(C)C(=O)NC(C)C)[C@@H](C)CN([C@H](C)CO)C2=O | 0.1
C[C@@H]1CN([C@H](C)CO)C(=O)CCCn2cc(nn2)CO[C@@H]1CN(C)S(=O)(=O)c1ccccc1C#N | 0.8
C[C@@H]1CCCCO[C@@H](CN(C)CC2CCCCC2)[C@@H](C)CN([C@H](C)CO)C(=O)c2cc(NS(=O)(=O)c3cn(C)cn3)ccc2O1 | -1.2
Cc1ccc(S(=O)(=O)N(C)C[C@@H]2Oc3ccc(NC(=O)Cc4ccccc4)cc3CC(=O)N([C@@H](C)CO)C[C@@H]2C)cc1 | 0.4
Cc1ccccc1S(=O)(=O)N(C)C[C@@H]1OCc2ccccc2-c2ccccc2C(=O)N([C@H](C)CO)C[C@H]1C | 0.5
C[C@H]1CN([C@@H](C)CO)C(=O)Cc2cc(NC(=O)c3ccncc3)ccc2O[C@H]1CN(C)S(C)(=O)=O | -0.6
C[C@H]1CN([C@@H](C)CO)C(=O)c2cc(/C=C/c3ccccc3)cnc2O[C@H]1CN(C)Cc1ccc2c(c1)OCO2 | -0.2

Shown as tab-separated lines: entries from further up.
Molecule	TcdB inh
C[C@H]1CN([C@@H](C)CO)C(=O)Cc2cc(NC(=O)C3CCCCC3)ccc2O[C@@H]1CN(C)Cc1ccc2c(c1)OCO2	-0.5
CO[C@H]1CN(C)C(=O)c2cc(NC(=O)C3CC3)ccc2OC[C@H](C)N(CC2CCOCC2)C[C@@H]1C	-1.6
O=C(N[C@H]1C=C[C@H](CC(=O)N2CCc3ccccc3C2)O[C@H]1CO)C1CC1	-9.3
Cc1noc(C)c1S(=O)(=O)Nc1cccc2c1O[C@@H](CN(C)C(=O)NC(C)C)[C@@H](C)CN([C@H](C)CO)C2=O	0.1
C[C@@H]1CN([C@H](C)CO)C(=O)CCCn2cc(nn2)CO[C@@H]1CN(C)S(=O)(=O)c1ccccc1C#N	0.8
C[C@@H]1CCCCO[C@@H](CN(C)CC2CCCCC2)[C@@H](C)CN([C@H](C)CO)C(=O)c2cc(NS(=O)(=O)c3cn(C)cn3)ccc2O1	-1.2
Cc1ccc(S(=O)(=O)N(C)C[C@@H]2Oc3ccc(NC(=O)Cc4ccccc4)cc3CC(=O)N([C@@H](C)CO)C[C@@H]2C)cc1	0.4
Cc1ccccc1S(=O)(=O)N(C)C[C@@H]1OCc2ccccc2-c2ccccc2C(=O)N([C@H](C)CO)C[C@H]1C	0.5
C[C@H]1CN([C@@H](C)CO)C(=O)Cc2cc(NC(=O)c3ccncc3)ccc2O[C@H]1CN(C)S(C)(=O)=O	-0.6
C[C@H]1CN([C@@H](C)CO)C(=O)c2cc(/C=C/c3ccccc3)cnc2O[C@H]1CN(C)Cc1ccc2c(c1)OCO2	-0.2

(list continues)
SMILES | TcdB inh
O=C(NCC[C@H]1CC[C@H](NC(=O)c2ccc3c(c2)OCO3)[C@@H](CO)O1)Nc1cc(F)ccc1F | -0.4
COc1cccc(C#Cc2ccc3c(c2)O[C@@H](CN(C)S(=O)(=O)c2ccccc2F)[C@@H](C)CN([C@@H](C)CO)S3(=O)=O)c1 | 0.5
CC(C)NC(=O)Nc1ccc2c(c1)C(=O)N([C@@H](C)CO)C[C@@H](C)[C@@H](CN(C)C(=O)NC1CCCCC1)O2 | 0.7
COC(=O)[C@@H]1[C@@H](CO)[C@@H]2Cn3c(ccc(C4=CCCC4)c3=O)[C@H]1N2CC1CCCCC1 | 0.1
O=C(C[C@H]1CC[C@@H]2[C@H](COC[C@@H](O)CN2C(=O)Cc2ccccc2)O1)NC1CCC1 | -1.7
C[C@H](CO)N1C[C@H](C)[C@H](CN(C)C(=O)C2CC2)Oc2cc(-c3ccc(C#N)cc3)ccc2S1(=O)=O | 2.6
CNC[C@H]1OCCCC[C@H](C)Oc2ccc(NC(=O)Nc3ccccc3)cc2C(=O)N([C@H](C)CO)C[C@H]1C | -0.7

An excerpt (hit frequency here may not be typical).
